APJ ag: agonists of human APJ apelin receptor; P35414; CHO-K1 APJ PathHunter beta-arrestin, luminescence; 0% DMSO wells, 100% apelin; activation, % at 20 µM; actives 0.11% (n = 330,000);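 active = activation more than six SD over the plate average, tested at 20 µM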;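 note: 0% = DMSO alone and 100% = apelin-13 at 10 nM; some results filed as inactive read as strong as hits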
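Test system: CHO-K1 APJ beta-arrestin complementation cell line. Amount: cell density 1000 per well. Controls: DMSO negative, 10 nM Apelin-13 positive. Signal: luminescent beta-gal fragment complementation, chemiluminescent substrate. Read-out basis: agonist-driven arrestin binding to APJ. Timing: compound stimulation 90 min at 25 °C, detection 60 min.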
Gli-Sufu antag: Gli-Sufu pathway antagonism | Sufu-KO-LIGHT fibroblasts, Gli luciferase reporter luminescence | inhibition, % at 5 µM | actives 0.74% (n = 340,000) | AID 588413;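 active = inhibition above about 55%, limit read from the data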;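 note: 0% = DMSO-treated cells and 100% = wells with medium but no cells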
CXCR6 inh: blocks human CXCR6 beta-arrestin recruitment; CHO-K1 PathHunter CXCR6 beta-arrestin, luminescence; actives 0.36% (n = 360,000); inhibition, % at 20 µM; O00574; in the data active = inhibition above about 34%, passing the limit was not always enough;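 note: antagonist mode with CXCL16 agonist at 10 nM final; 0% = 10 nM CXCL16 with DMSO and 100% = unstimulated wells without agonist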
Target sequence (O00574 whole entry, looked up): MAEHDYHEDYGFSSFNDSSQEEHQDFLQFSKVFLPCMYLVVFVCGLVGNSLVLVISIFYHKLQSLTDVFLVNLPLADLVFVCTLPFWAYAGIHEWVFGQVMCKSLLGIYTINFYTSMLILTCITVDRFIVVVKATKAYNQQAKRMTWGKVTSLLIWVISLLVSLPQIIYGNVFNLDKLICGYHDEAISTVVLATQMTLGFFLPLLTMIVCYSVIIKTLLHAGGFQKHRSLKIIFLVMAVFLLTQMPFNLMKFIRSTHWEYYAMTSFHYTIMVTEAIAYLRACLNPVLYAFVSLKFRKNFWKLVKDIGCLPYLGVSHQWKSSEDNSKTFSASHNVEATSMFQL
APJ antagonist: blocks the human apelin receptor APJ; P35414; CHO-K1 APJ beta-arrestin complementation, luminescence; inhibition, % at 20 µM; actives 0.32% (n = 330,000); AID 2521;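 active = inhibition above about 40% at 20 µM, limit read from the data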;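 note: cells challenged with 10 nM apelin-13 agonist together with compound; plate controls were apelin-13 plus DMSO wells for no effect and DMSO wells lacking apelin-13 for full effect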
EBI2 antag: EBI2 (human) antagonism; P32249; EBI2 beta-arrestin recruitment, luminescence, 7a,25-OHC stimulated; inhibition, % at 5 µM; actives 0.81% (n = 360,000); in the data active = inhibition above about 38%;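 note: enzyme fragment complementation signal reports receptor beta-arrestin coupling in cells; 0% = agonist plus DMSO wells and 100% = wells without agonist; some results beyond the cut were filed as inactive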
CCR6 antagonist: CCR6 (human) receptor antagonism; actives 0.49% (n = 340,000); CHO-K1 CCR6 PathHunter beta-arrestin, luminescence, CCL20-stimulated; P51684; inhibition, % at 20 µM;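 active = compounds whose inhibition of the agonist-driven luminescence signal at 20 µM reaches about 50%, limit read from the data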;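 note: cells stimulated with CCL20 at 14 nM final; plate controls were DMSO with CCL20 for no effect and DMSO without agonist for full effect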
Target sequence (P51684 whole entry, looked up): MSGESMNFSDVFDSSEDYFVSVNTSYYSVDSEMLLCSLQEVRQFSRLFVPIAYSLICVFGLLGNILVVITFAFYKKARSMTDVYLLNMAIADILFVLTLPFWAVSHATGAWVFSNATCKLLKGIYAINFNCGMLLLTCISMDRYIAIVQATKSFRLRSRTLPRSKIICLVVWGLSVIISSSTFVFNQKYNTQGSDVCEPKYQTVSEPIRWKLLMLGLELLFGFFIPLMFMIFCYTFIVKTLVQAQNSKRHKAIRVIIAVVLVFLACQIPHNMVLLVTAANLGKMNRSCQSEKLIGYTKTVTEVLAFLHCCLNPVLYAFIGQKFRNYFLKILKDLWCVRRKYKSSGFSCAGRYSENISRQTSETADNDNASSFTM
ATG4B inhibitor: ATG4B (human) cysteine protease inhibition; inhibition, % at 8.33 µM; actives 0.51% (n = 340,000); ATG4B cleavage of LC3-PLA2, NBD-HPC fluorescence, 1 h; Q9Y4P1; in the data active = inhibition above about 40%
UBC13 inh: inhibitors of human UBC13 polyubiquitin chain formation; TR-FRET; actives 0.47% (n = 330,000); inhibition, % at 20 µM; P61088; in the data active = inhibition above about 45%, passing the limit was not always enough
Target sequence (P61088 whole entry, looked up): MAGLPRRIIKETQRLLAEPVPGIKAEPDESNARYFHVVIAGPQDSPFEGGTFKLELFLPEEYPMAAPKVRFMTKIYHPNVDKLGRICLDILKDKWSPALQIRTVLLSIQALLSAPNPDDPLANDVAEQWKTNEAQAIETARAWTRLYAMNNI
Numbers without * were called inactive; . = not tested or not shown.

SMILES | APJ ag | Gli-Sufu antag | CXCR6 inh | APJ antagonist | EBI2 antag | CCR6 antagonist | ATG4B inhibitor | UBC13 inh
Cc1ccc(C)n1CCN1CCN(CC(=O)Nc2ccc(S(N)(=O)=O)cc2)CC1 | -1 | 4 | -16 | -5 | -9 | 12 | 3 | -16
CN(C(=O)COC(=O)c1ccc(C#N)cc1)c1ccccc1 | 4 | 9 | 11 | -14 | -3 | 10 | 6 | -3
COCCSc1nnc(NC(=O)CSc2ccccc2)s1 | 1 | -3 | -2 | 5 | -5 | 1 | 0 | 3
C/C(=C/c1ccccc1)C(=O)N1CCN(c2ccccc2)CC1 | -3 | -24 | -3 | 8 | 10 | 11 | 8 | 1
COc1ccc(/C=C(\C#N)C(=O)NCc2ccccc2)cc1O | 7 | -4 | -7 | 7 | 8 | 0 | -1 | -6
COCCCNC(=O)CSc1nc2cc3c(cc2c(=O)n1CCCC(=O)NCc1ccc(OC)cc1)OCO3 | 3 | -2 | 3 | 12 | 2 | 6 | -6 | -1
CCOc1ncccc1C(=O)Nc1cccc(S(=O)(=O)N2CCCCC2)c1 | -3 | -5 | -6 | 8 | -2 | 19 | -7 | 4
COc1ccc(C(=O)N/N=c2\oc3ccccc3cc2C(N)=O)cc1 | 2 | -11 | 3 | -4 | -13 | 4 | -8 | -18
COc1cc(/C=C(\C#N)c2nc3ccc(C)cc3[nH]2)cc([N+](=O)[O-])c1O | . | -26 | 24 | . | 9 | 51* | 3 | .
CCN(C(=O)CSc1nnc(Nc2ccc(OC)cc2)s1)C1CCS(=O)(=O)C1 (centres undefined) | -7 | -5 | -5 | 2 | 14 | 3 | 1 | 1
COCCNC(=O)C(c1cccc(OC)c1)N(Cc1cccs1)C(=O)Cn1nnc2ccccc21 (centres undefined) | -2 | -3 | -2 | 3 | -1 | -4 | -10 | 1
CN(C)c1ccc2cc(S(=O)(=O)O)cc(O)c2c1 | . | 3 | -13 | . | -22 | -22 | 7 | .
CCCCNc1nc2c(c(=O)n(C)c(=O)n2C)n1CCC | -2 | 6 | -4 | 0 | 4 | -4 | -4 | 8
COc1ccc(S(=O)(=O)N(CC(=O)NC2CC2)C2CCCCC2)cc1Cl | -4 | -5 | 7 | 4 | -4 | -3 | 3 | 4
CC1(C)OC(=O)N(CCC(=O)Nc2cccc(F)c2)C1(C)O (centres undefined) | -1 | 17 | -7 | -4 | -1 | 1 | -7 | 2
O=C(CN1C(=O)C2CCCCC2C1=O)NC1CCCc2ccccc21 (centres undefined) | -5 | -4 | -9 | 23 | 2 | 12 | -12 | 2
CC(=O)Nc1ccc(S(=O)(=O)Nc2nc3ccc([N+](=O)[O-])cc3s2)cc1 | -5 | -4 | 12 | 23 | -1 | 4 | -4 | 1
O=C(COC(=O)C1CCC1)Nc1cccc(Cl)c1 | -2 | 2 | 2 | -14 | -10 | 10 | -4 | 1
Cn1c(SCC(=O)c2ccccc2)nnc1-c1cccc(N)c1 | -2 | -36 | -4 | -13 | -8 | 2 | -6 | -6
Cc1cccc(OCC(=O)N(Cc2ccc(F)cc2)C2CCS(=O)(=O)C2)c1C (centres undefined) | -3 | -3 | -3 | 17 | -5 | 13 | -10 | 0

3 of the compounds above, with values under each structure.
Each structure is followed by: APJ ag | Gli-Sufu antag | CXCR6 inh | APJ antagonist | EBI2 antag | CCR6 antagonist | ATG4B inhibitor | UBC13 inh
CC1(C)OC(=O)N(CCC(=O)Nc2cccc(F)c2)C1(C)O (centres undefined)
    -1 | 17 | -7 | -4 | -1 | 1 | -7 | 2
O=C(CN1C(=O)C2CCCCC2C1=O)NC1CCCc2ccccc21 (centres undefined)
    -5 | -4 | -9 | 23 | 2 | 12 | -12 | 2
CC(=O)Nc1ccc(S(=O)(=O)Nc2nc3ccc([N+](=O)[O-])cc3s2)cc1
    -5 | -4 | 12 | 23 | -1 | 4 | -4 | 1

(listing goes on)
SMILES | APJ ag | Gli-Sufu antag | CXCR6 inh | APJ antagonist | EBI2 antag | CCR6 antagonist | ATG4B inhibitor | UBC13 inh
Cc1cccc(Cl)c1OCCCN1CCOCC1 | -2 | -3 | 6 | 1 | -8 | -9 | -5 | 6
CCCN=C1N(CC)C[C@@H]2[C@@H]3C(=O)N(C)C(=O)[C@@H]3[C@](Cc3ccccc3)(C(=O)OC)N12 | . | -5 | 1 | . | -1 | 9 | 3 | .
Cc1cc(NC(=S)NC(=O)c2ccco2)c2ccccc2n1 | -5 | 8 | 18 | 28 | -3 | 21 | -10 | 3
O=C(OC1CCOC1=O)c1ccc(Cl)c(S(=O)(=O)N2CCCCC2)c1 (centres undefined) | -6 | -30 | 3 | -22 | -8 | -1 | 2 | -12
O=C(CNC(=O)c1ccco1)OCC(=O)c1ccc([N+](=O)[O-])cc1 | -2 | -10 | -4 | -5 | 7 | -13 | -5 | -8
CC(=O)Nc1ccc(NC(=O)C(C)OC(=O)c2c(C)nn(-c3ccccc3)c2Cl)cc1 (centres undefined) | 0 | 0 | -15 | 11 | -10 | 7 | -14 | -2
COCc1ccc(C(=O)N(C)CC2CCCN(CCc3ccc(Cl)cc3)C2)o1 (centres undefined) | -8 | 11 | 2 | -28 | 8 | 5 | -8 | 8
Cc1ccc(NC(=O)CCNC(=O)c2ccccc2Cl)nc1 | -6 | -2 | 0 | -1 | -5 | 2 | 4 | 3
Cc1c(OCC(=O)N[C@@H](CSCc2ccccc2)C(=O)O)ccc2c3c(c(=O)oc12)CCC3 | 0 | 0 | 3 | 2 | -1 | -4 | -6 | -15
O=C(O)c1cc(S(=O)(=O)NCc2ccco2)c(Cl)cc1Cl | -1 | 3 | 2 | 1 | 3 | -16 | -10 | -1
Cc1cccc2nc(CSCc3ccco3)cn12 | 4 | 6 | -10 | 19 | -3 | 19 | 0 | -7
O=C(NC1CCCC1)c1cccc(S(=O)(=O)N2CCCCC2)c1 | 0 | 1 | 12 | -9 | -5 | 1 | -2 | -3
CCOC(=O)C(/C=C(\C#N)C(=O)OCC)=C(/N)N1CCN(c2ccc(OC)cc2)CC1 | 0 | -5 | 1 | -23 | -5 | 12 | -11 | -16
C=CCOC(=O)C1=C(C)N=C2SCCC(=O)N2C1/C=C/c1ccccc1 (centres undefined) | -1 | 0 | 4 | 16 | 23 | 9 | -10 | -18
CC(=O)c1ccc(NC(=O)CSc2ccc(-c3ccc(-n4cccn4)cc3)nn2)cc1 | -4 | -29 | 5 | 16 | -4 | 6 | 9 | 4
Cc1ccsc1C(=O)OCC(=O)NCCC1=CCCCC1 | -1 | 12 | 0 | 17 | -4 | 8 | -4 | 3
COc1c2occc2c(OC)c2c(=O)cc(C(F)(F)C(F)(F)F)oc12 | -3 | 1 | 6 | 5 | 3 | 12 | -9 | 3
O=C(O)CC1NCCc2ccccc21 (centres undefined) | -3 | -26 | 4 | 14 | -10 | 2 | 3 | -15
CNc1nc2c(C)cccn2c(=O)c1C=Nc1ccc(OC)cc1 | -4 | -4 | 2 | 20 | -10 | 12 | 4 | 5
O=C(NC1CCCCC1)C(c1ccc(O)c(O)c1)N(C(=O)Cn1nnc2ccccc21)c1cccc(O)c1 (centres undefined) | 4 | 8 | 0 | -10 | 5 | 15 | 0 | 7
Cn1nc(-c2ccc(C(=O)N3CCN(CCO)CC3)cc2)c2ccccc2c1=O | -2 | -4 | 2 | -11 | -13 | -9 | -11 | -4
O=C(Cn1nc(-c2ccccc2)c2ccccc2c1=O)Nc1ccc(F)cc1 | -2 | -6 | 10 | 0 | 1 | 2 | -8 | -5
CCc1ccc(CCC(=O)Nc2sc(C)c(C)c2C(=O)OC)o1 | -2 | 23 | -3 | 3 | 1 | 0 | 10 | 0
O=C1CCC(=O)N(O)CCCCCNC(=O)CCC(=O)N(O)CCCCNC(=O)CCC(=O)N(O)CCCCCN1 | -3 | 4 | -10 | -59 | -10 | 0 | -3 | 7
Cc1sc2nc3ccc(N4CCCC4)nn3c(=O)c2c1C | -3 | -4 | -5 | 16 | -3 | 4 | -7 | 0
O=C(NCc1cccnc1)C1CC(c2ccc(F)cc2)=NO1 (centres undefined) | -2 | 2 | -13 | 9 | -3 | -9 | 5 | -6
CCCc1nc(SCC(=O)N2CCN(c3ccccc3)CC2)c2c(=O)n(C)c(=O)n(C)c2n1 | 4 | -2 | 5 | 19 | -27 | 1 | -7 | 24
COC(=O)Cc1c(C)c2ccc(OCC(=O)N3CCCC(C)C3)c(C)c2oc1=O (centres undefined) | 1 | 25 | 1 | 4 | -2 | 6 | 4 | 3
CCOC(=O)c1c(C)nc2c(c1-c1ccc(Cl)cc1)C(=O)CC(C)(C)C2 | 0 | 7 | 2 | 13 | 7 | 20 | -11 | 6
COc1cc(C2CC(=O)c3c(ccc4ccccc34)N2)ccc1O (centres undefined) | -3 | -9 | 4 | 2 | -11 | -9 | 4 | -5
CC[C@H]1OC(=O)[C@H](C)[C@@H](O[C@H]2C[C@@](C)(OC)[C@@H](O)[C@H](C)O2)[C@H](C)[C@@H](O[C@@H]2O[C@H](C)C[C@H](N(C)C)[C@H]2O)[C@](C)(O)C[C@@H](C)C(=O)[C@H](C)[C@@H](O)[C@]1(C)O | . | 32 | 1 | . | 1 | -13 | -3 | .
COc1ccccc1NS(=O)(=O)c1cc(C(=O)NCC(C)(C)N2CCOCC2)ccc1C | 16 | 8 | 2 | 7 | 1 | -7 | -12 | -1
O=C(CCN1CCCCC1)Nc1ccccc1 | -1 | -1 | 1 | 1 | -1 | 11 | 10 | 1
O=C(CNC(=O)c1ccccc1)OCc1cc(=O)n2cc(Br)ccc2n1 | -3 | 5 | 8 | 10 | 0 | -1 | 9 | -27
CCn1cc(C(=O)NCC(C)C)c(=O)c2cc(F)c(N3CCN(C)CC3)cc21 | -3 | 8 | -8 | 12 | 3 | 8 | -6 | 6
COc1ccccc1N1CCN(C(=O)c2cc3sccc3n2C)CC1 | 3 | 92* | -6 | -3 | 16 | -11 | -18 | -2
CCCN(CCC)CCNC(=O)c1cc2c(C)nc3ccccc3c2o1 | -2 | 17 | -4 | 10 | -6 | -3 | -16 | -6
O=C(Nc1ccc(S(=O)(=O)N2CCc3ccccc3C2)cc1)C1CCCO1 (centres undefined) | -1 | -3 | -2 | -18 | -2 | 8 | -11 | 12
CC(C)OC(=O)c1c(NC(=O)Cn2cnc([N+](=O)[O-])n2)sc2c1CCCC2 | 5 | -3 | -3 | -17 | 6 | -4 | -4 | 10
O=C(Cn1cc(SCc2cccc(Cl)c2)c2ccccc21)N1CCOCC1 | -1 | -52 | -1 | -12 | 9 | 6 | -9 | 11

Structures listed above marked active in CCR6 antagonist:
structure,APJ ag,CXCR6 inh,APJ antagonist,EBI2 antag,CCR6 antagonist,ATG4B inhibitor,UBC13 inh
COc1cc(/C=C(\C#N)c2nc3ccc(C)cc3[nH]2)cc([N+](=O)[O-])c1O,.,24,.,9,51*,3,.

Next compounds:
SMILES | APJ ag | Gli-Sufu antag | CXCR6 inh | APJ antagonist | EBI2 antag | CCR6 antagonist | ATG4B inhibitor | UBC13 inh
CCN(CCO)Cc1cc(=O)oc2c(C)c(C)ccc12 | 5 | -1 | 2 | 7 | 3 | 2 | -21 | -5
COc1ccc(-n2c(=O)c3ccccc3n(CC(=O)Nc3cc(C)on3)c2=O)cc1OC | -2 | -1 | 6 | 12 | 4 | 12 | -1 | 8
O=C(O)c1cc2cc(S(=O)(=O)O)ccc2cc1O | . | -1 | -1 | . | -4 | 3 | -2 | .
CCOC(=O)/C(=N\Nc1cc(Cl)ccc1Cl)N1CCN(CC)CC1 | -1 | 14 | -4 | -1 | 1 | 8 | -19 | -10
Nc1nc(SCC(=O)c2cc(F)ccc2F)n[nH]1 | 0 | -4 | 1 | -15 | -6 | 1 | -11 | -5
O=C(CNC(=S)N(Cc1ccccc1)Cc1ccccc1F)NCc1ccccc1 | 0 | 2 | 4 | -4 | 8 | 10 | 1 | 5

Exported tab-delimited: part of the list above
structure	APJ ag	Gli-Sufu antag	CXCR6 inh	APJ antagonist	EBI2 antag	CCR6 antagonist	ATG4B inhibitor	UBC13 inh
CCN(CCO)Cc1cc(=O)oc2c(C)c(C)ccc12	5	-1	2	7	3	2	-21	-5
COc1ccc(-n2c(=O)c3ccccc3n(CC(=O)Nc3cc(C)on3)c2=O)cc1OC	-2	-1	6	12	4	12	-1	8

Screening data as filed in PubChem.
